p53ts 32C kill – p53ts cell cytotoxicity, permissive temperature; H1299-p53A138V at 32C, ATP luminescence viability, 24 h; Potency, µM (top dose mostly 46.1 µM), for inactives: at the highest dose activity change, negative = cytotoxicity, hits mostly cytotoxic; hit rate 0.93% among 130,000; AID 924;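 note: 0% = DMSO and -100% = full killing by reference compound; nearly all actives have a fitted effect of over 55% in size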
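Cells: H1299 p53ts (A138V), 600/well, pre-incubated 16–30 h at 37C. Cpd up to 46 uM, 24 h, 32C. Readout: ATPlite luminescence, 20 min RT. Normalization: DMSO vs tamoxifen 100 uM. AC50 by Hill equation.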
Imprint erasure – induces erasure of genomic imprints in mouse ES cells; mouse ES Peg3-LacZ reporter, beta-gal luminescence, 40 h; Potency, µM (highest dose often 60.7 µM), for the others: top-dose activity change, positive = activation, most hits filed as activators; hit rate 0.02% among 110,000; AID 1948;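 note: 0% = negative control wells on the plate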
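Each well holds 300 Peg3LacZ-Neo (maternal) female ES cells incubated 40 h at 37C, 5% CO2. LacZ is measured by BetaGlo luminescence, with AC50 and maximum efficacy derived from dose-response curves.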
p53ts 39C kill – p53ts cell cytotoxicity, nonpermissive temperature | Potency, µM (titrated, usually from 46.1 µM), for inactives: at the highest dose activity change, negative = cell killing, usual class: cytotoxic | hit rate 1.5% among 130,000 | H1299-p53A138V viability at 39C, ATP luminescence, 24 h | AID 902; note: nearly all actives have a fitted effect of over 55% in size
IkB sig inh – inhibitors of IkB signaling in ABC-DLBCL cells. ABC-DLBCL IkBa-CBG/CBR dual luciferase ratio, 4 h; response scale: scaled: untreated 0%, proteasome inhibitor 100%. Potency, µM (highest dose often 57.1 µM), inactives show top-dose IkBa stabilization activation. hit rate 0.04% among 110,000; active = well fitted curve in the direction sought with a large enough effect in the signal ratio, not every such curve was filed as active; inconclusive = small, poorly fitted or top-dose-only effect, or a change in a side signal; the % refers to the signal ratio;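 note: the direction sought is a rising ratio; 0% = basal untreated cells and 100% = reference inhibitor full response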
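In this assay, an IκBα–CBG68 fusion accumulates when IKK-driven degradation is blocked; native CBR normalizes for cell number. OCI-Ly3 cells were treated 4 h with compound and doxycycline, then green and red light read after Chroma-Glo addition.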
An asterisk follows results filed as active; ? = inconclusive; . = not tested or not shown; [ ] = another dose, or the depositor's remark. Unless noted, calls come from the whole dose curve; as a rule, active = well fitted curve in the direction sought with a large enough effect; inconclusive = small, poorly fitted or top-dose-only effect, or another doubt; inactive = no such curve, though single readings can be large; an effect the other way counts as inactive or inconclusive. Unless noted, % is set by controls: 0 for no effect and ±100 for the full control effect; potency is the fitted concentration of half-maximal effect.

cpd | Compound | p53ts 32C kill | Imprint erasure | p53ts 39C kill | IkB sig inh
1 | NC(=O)CSc1oc(-c2ccco2)nc1S(=O)(=O)c1ccc(Cl)cc1 | 6% | 12%[10.9 µM] | 17% | ?
2 | COc1ccc(OC)c(NC(=O)Cc2coc3ccc(C(C)C)cc23)c1 | 10% | -13%[10.9 µM] | 3% | ?
3 | O=C1CCCC/C1=C/Nc1ccc2c(c1)OCO2 | -16% | -31%[inhibitor] | -16% | 1.9%
4 | CC(C)CN(CCNC(=O)c1cn(C)c2ccc(S(=O)(=O)N3CCOCC3)cc2c1=O)CC(C)C | 16% | 0%[10.9 µM] | -27% | -1.5%
5 | COc1cccc(NC(=O)CSc2nnc(COc3ccc(Cl)cc3)o2)c1 | 3% | 10%[10.9 µM] | -22% | ?
6 | O=C1CC(c2ccccc2)n2nc(N3C(=O)CCC3=O)nc2N1 (configuration not stated) | 5% | . | 0% | .
7 | Cn1nc(C(=O)N2CCN(c3cccc(Cl)c3)CC2)c2c1-c1ccccc1S(=O)(=O)C2 | 0% | -13%[10.9 µM] | -20% | ?
8 | COC(=O)c1cc2occc2n1Cc1nc(-c2ccccc2)oc1C | -8% | -8%[10.9 µM] | -28% | 1.3%
9 | COc1ccc(Oc2ncc3nc(C)c(=O)n(CCc4ccccc4)c3n2)cc1 | -15% | . | 3% | -0.8%[11.4 µM]
10 | C=CCn1c(CCNC(=O)c2cccs2)nnc1SCC(=O)Nc1cccc(C(C)=O)c1 | 1% | -14% | 14% | 2.6%
11 | COc1ccc(C(=O)Nc2ccc(OC)c(OC)c2)cc1 | ? | -54%[inhibitor] | ? | -0.2%
12 | O=C(CSc1n[nH]c(=O)[nH]c1=O)c1ccccc1 | -5% | -20% | -3% | -0.2%
13 | CCOC(=O)c1nc(NCc2cccnc2)c2ccccc2n1 | 4% | -9% | 2% | 1.5%
14 | COc1ccccc1NC(=O)c1cc2c([nH]c1=O)CC(C)(C)CC2=O | 1% | -7%[10.9 µM] | ? | 20%
15 | COc1ccc(CNC(=O)Cc2csc3nc(-c4ccc(C)cc4)cn23)cc1 | -30% | -9%[10.9 µM] | ? | 0.2%
16 | CC1(C)CC(=O)C2=C(C1)Nc1[nH]c(=S)[nH]c(=O)c1C2c1ccccc1 (configuration not stated) | -2% | . | -10% | .
17 | CCCCn1c(SCC(=O)NCCc2ccc(OC)c(OC)c2)nc2c1c(=O)n(C)c(=O)n2C | 7% | 2% | 8% | 0.2%
18 | CCOc1cc(-c2c(C)c(CC)nc(N)c2C#N)ccc1O | -6% | -12% | 3% | 1.9%
19 | C/C(Cl)=C\Cn1c(N2CCCCCC2)nc2c1c(=O)n(C)c(=O)n2C | 0% | -7% | -3% | 6.3%
20 | CCC(=O)Nc1cccc(-c2nc3ccccc3c(=O)o2)c1 | 13µM* | -48%[inhibitor] | 10µM* | ?
21 | CCOc1ccc(CCNC(=O)Cc2ccc(NC(=O)N3CCSc4ncccc43)cc2)cc1 | -1% | 3%[10.9 µM] | -15% | ?
22 | Cc1ccccc1N(CC(N)=O)S(C)(=O)=O | 4% | -8% | 8% | -1.2%
23 | Cc1cc(C(=O)NCCCN2CCOCC2)n(-c2ccccc2)n1 | 0% | -10% | 1% | -0.9%
24 | Cc1cc(C)cc(-n2cnc3cc(C(=O)NCCc4ccccc4)ccc32)c1 | ? | -7%[10.9 µM] | -2% | ?
25 | c1ccc(C2(Cn3ccc4ccccc43)OCCO2)cc1 | -4% | -11% | 8% | 1.8%
26 | Cc1cc(C)n2nc(CC(=O)NC3CCCC(C)C3C)nc2n1 (configuration not stated) | 4% | -2% | 3% | -1.4%
27 | Clc1ccc(OCCN2CCN(c3ncnc4sccc34)CC2)cc1 | 2% | -12% | -18% | ?
28 | CCOc1ccc(-n2c(SCC(=O)N3CCOCC3)nc3c([nH]c4ccccc43)c2=O)cc1 | 7% | 9%[10.9 µM] | -12% | 1.3%
29 | Cc1ccc(OCC(=O)Nc2ccccc2C(=O)OCc2cc(=O)n3nc(C4CC4)sc3n2)cc1 | -4% | -15%[10.9 µM] | -7% | ?
30 | CCn1ccc2cc(S(=O)(=O)N3CCC(C(=O)NCc4cccc(Cl)c4)CC3)ccc21 | 3% | 7%[10.9 µM] | -21% | 0.0%
31 | O=C(NC1CCCCC1)C1CN(S(=O)(=O)c2ccccc2)CCN1S(=O)(=O)c1ccccc1 (configuration not stated) | -7% | . | 6% | 2.6%
32 | CCOCCCNC(=O)c1ccc2nc(CCc3ccccc3)oc2c1 | -3% | -30%[inhibitor][10.9 µM] | -19% | -2.2%
33 | Cn1cnc2cc(NC(=O)c3ccco3)ccc21 | 16µM* | -30% | 7.9µM* | 5.9%
34 | CCOC(=O)C(C)Sc1nnc(Cc2cc(=O)[nH]c(=O)[nH]2)n1-c1ccc(Cl)cc1 (configuration not stated) | -2% | -4% | 17% | -3.9%
35 | Cc1ccc(Cl)cc1N1CCN(C(=O)c2cccn2-c2nnc(N3CCCC3)s2)CC1 | 8% | -5%[10.9 µM] | -12% | ?
36 | CCOC(=O)c1cc(-c2ccccc2)n(CC(=O)Nc2ccc(CC)cc2)c1C | 4% | -18%[10.9 µM] | -11% | -1.9%
37 | O=C(C1CC1)N1CCc2cc(Br)cc(S(=O)(=O)Nc3ccc(C(F)(F)F)cc3)c21 | ? | -3%[10.9 µM] | ? | ?
38 | CC1CCN(S(=O)(=O)c2cc(C(=O)N3CCN(c4cccc(Cl)c4)CC3)n(C)c2)CC1 | 5% | -10%[10.9 µM] | -7% | ?
39 | CC(C)c1ccc(NC(=O)c2cccc3c2C(=O)N(C2CCCCC2)C3)cc1 | 3% | -11%[10.9 µM] | 7% | ?
40 | O=C(Nc1cccc(C(F)(F)F)c1)c1cc(-c2cccs2)on1 | -9% | -11% | -11% | 2.3%
41 | O=C(Nc1ccccc1C(F)(F)F)c1cccnc1 | -4% | -3% | -7% | 0.0%
42 | CCC(=O)N1CCc2cc(Br)cc(S(=O)(=O)CCC(=O)Nc3ccccc3C)c21 | 3% | -2%[10.9 µM] | -8% | ?
43 | O=S(=O)(NCC(c1cccnc1)N1CCN(Cc2ccccc2)CC1)c1ccccc1 (configuration not stated) | 2% | -5% | 7% | 3.2%
44 | C(=N\c1c(-c2ccccc2)nc2n1CCS2)/c1ccccc1 | 1% | -2% | -14% | 1.3%
45 | COc1cccc(C2CC(c3ccc(C)cc3)Nc3nc(N)nn32)c1 (configuration not stated) | 6% | 1% | 3% | 0.1%
46 | Cc1nnsc1C(=O)Oc1ccc(C#N)cc1 | -12% | -8%[10.9 µM] | 12% | -0.9%
47 | CC(C)N(C)C | 7%[1.84 µM] | 0% | 2% | -1.9%
48 | CCOC(=O)C1CCCN(CC(=O)Nc2c(C(=O)OC)[nH]c3ccc(Br)cc23)C1 (configuration not stated) | 1% | -14% | -15% | ?
49 | CCCN(CCC)S(=O)(=O)c1cc(Br)cc2c1N(C(=O)CC)CC2 | 1% | -17% | 10% | ?
50 | O=C1C(c2ccc(F)cc2)N(C2CCCCC2)C(=O)CN1C1CCCC1 (configuration not stated) | 13% | -16% | 0% | -1.3%
51 | CC(C)C[C@H](NC(=O)NCc1ccc(Cl)cc1)C(=O)O | -4% | -7% | -5% | -1.3%
52 | CC1Cc2ccccc2N1C(=O)COc1cccc(-n2cnnn2)c1 (configuration not stated) | -4% | -14% | -5% | ?
53 | Cc1nonc1NC(=O)c1ccc(Cl)c(S(=O)(=O)N2CCCCC2)c1 | -7% | -11% | -4% | ?
54 | CCC(C(=O)NC1CCCCC1)n1c(SCc2cccc(C)c2)nc2ccncc21 (configuration not stated) | 13µM* | -4%[10.9 µM] | 10µM* | 1.4%
55 | COc1ccc(-c2csc(NC(=O)CC(C)C)n2)cc1 | 14% | . | 9% | .
56 | Cn1c(=O)cc(SCC(=O)NCC2CCCO2)c2ccc(Cl)cc21 (configuration not stated) | -7% | -4% | 10% | 0.4%
57 | COc1ccc(-n2c(=O)[nH]cc(C(=O)Nc3ccc4c(c3)OCCO4)c2=O)cc1 | 0% | -5% | -3% | 0.4%
58 | CC1=C(C)C(=O)N(c2ccccn2)C1=O | 4% | -1% | -4% | 0.3%
59 | CCOc1ccc2nc(N(Cc3cccnc3)C(=O)c3ccco3)sc2c1 | 9% | -13%[10.9 µM] | -22% | -3.1%
60 | Cc1cc(C)nc(NS(=O)(=O)c2ccc(NC(=O)CCN3C(=O)c4ccccc4C3=O)cc2)n1 | 6% | -11% | 6% | 0.1%

One compound at a time (already shown). Screens in order: p53ts 32C kill, Imprint erasure, p53ts 39C kill, IkB sig inh
CC(C)N(C)C is entered as 7%[1.84 µM], 0%, 2%, -1.9%
O=C(Nc1ccccc1C(F)(F)F)c1cccnc1 is entered as -4%, -3%, -7%, 0.0%
CCCN(CCC)S(=O)(=O)c1cc(Br)cc2c1N(C(=O)CC)CC2 is entered as 1%, -17%, 10%, ?
Cc1nonc1NC(=O)c1ccc(Cl)c(S(=O)(=O)N2CCCCC2)c1 is entered as -7%, -11%, -4%, ?
COc1ccc(-c2csc(NC(=O)CC(C)C)n2)cc1 is entered as 14%, ., 9%, .

The results go on:
cpd | Compound | p53ts 32C kill | Imprint erasure | p53ts 39C kill | IkB sig inh
61 | Cc1cc(-c2nnc(-c3cc4ccccc4oc3=O)o2)c(C)n1-c1ccccc1 | 9% | -17% | -21% | 5.0%
62 | COC(=O)C1CCN(c2cc(=O)n(C3CCCCC3)c(=O)[nH]2)CC1 | -17% | 4% | -10% | -1.1%
63 | COc1ccc(S(=O)(=O)Nc2ccc(S(=O)(=O)N3CCOCC3)cc2)cc1 | 6% | -6% | 2% | -0.8%
64 | O=C(c1noc2c1CCc1ccccc1-2)N1CCc2ccccc2C1 | -16% | -28% | -24% | ?
65 | CCOC(=O)c1c(NC(=O)CSc2nnnn2-c2ccc3c(c2)OCCO3)sc(C)c1C | 1% | -14% | -8% | 0.6%
66 | CCN(CC)S(=O)(=O)c1ccc2oc(C(=O)NCC3COc4ccccc4O3)c(C)c2c1 (configuration not stated) | -12% | -13% | 8% | ?
67 | Cc1ccn2c(Nc3ccccc3C)c(-c3ccncc3)nc2c1 | -7% | -7%[10.9 µM] | -12% | ?
68 | Cc1cc2c(cc1C)NC(c1ccccn1)C1=C(CC(C)(C)CC1=O)N2 (configuration not stated) | 14% | 1% | 12% | -3.4%
69 | CCN(CC(=O)Nc1c(C(=O)OC)[nH]c2ccccc12)c1ccc2c(c1)OCO2 | ? | -8% | 25% | ?
70 | COc1ccc(-c2cc(C(=O)O)c(C)o2)cc1OC | -20% | -94%[inhibitor] | -13% | ?
71 | COc1ccccc1CNC(=O)C1CCN(S(=O)(=O)c2ccc3[nH]c(=O)ccc3c2)CC1 | 0% | -8%[10.9 µM] | -21% | 3.7%
72 | O=C(Cn1c(=O)n2ncnc2c2c3c(sc21)CCCC3)c1ccccc1 | -5% | -9% | -1% | -0.3%
73 | CN1C(=S)SC(/[N+]([O-])=C\c2ccco2)C1(C)C (configuration not stated) | 7% | -5% | -11% | -2.1%
74 | COc1ccccc1CCNC(=O)C1CCN(c2nnc(C)c3c(C)n(-c4ccc(C)cc4)nc23)CC1 | ? | 24%[10.9 µM] | ? | ?
75 | c1ccc(Cn2ncc3ccccc32)cc1 | 5% | . | -11% | .
76 | CCc1cccc(Nc2cc(C)nc3nc(C)nn23)c1 | 5% | -15% | 28% | 0.0%
77 | CCN(CC)CCCNC(=O)C(C)n1nc(C)n2c(cc3occc32)c1=O (configuration not stated) | -9% | -12%[10.9 µM] | 8% | 0.8%
78 | COc1cc(C(=O)OCc2cc3ccccc3[nH]c2=O)cc(OC)c1OC | 5% | 5% | 7% | -0.5%
79 | CN1C(=O)c2ccccc2C(C(=O)NCC2CCCO2)C1c1c[nH]c2ccccc12 (configuration not stated) | -1% | 16% | -10% | -0.4%
80 | N[C@@H](Cc1c[nH]c2ccc([N+](=O)[O-])cc12)C(=O)O | 7%[9.22 µM] | 2%[10.9 µM] | 3%[9.22 µM] | -0.3%[11.4 µM]
81 | COc1ccc(C2N3CC4(C)CN2CC(c2ccccc2)(C3)C4=O)cc1 (configuration not stated) | -7% | -10%[10.9 µM] | -15% | 0.5%
82 | Cc1ccc([C@H]2Nc3ccc(S(=O)(=O)Nc4cccc(Cl)c4C)cc3[C@H]3C=CC[C@H]32)cc1 | -14% | -14%[10.9 µM] | -18% | ?

Screening data deposited in PubChem BioAssay by National Center for Advancing Translational Sciences (NCATS).
